High-throughput results (PubChem BioAssay)
VEEV TC-83 Vero: inhibitors of VEEV TC-83 cytopathic effect, confirmation, Vero cells (AID 588727); Vero cells, VEEV TC-83 cytopathic effect inhibition; higher % means a stronger effect; one-dose inhibition, % at 20 µM; IC50 in µM for titrated hits; hit rate 0.13% among 350,000; in the data active means a potency from the dose series; inconclusive means inhibition mostly from about 14% at the one dose, without a potency; inactive means the rest, 99 in 100 with inhibition below about 12%; further: strong numbers were not always called active
tuberculosis growth: growth inhibition of non-replicating M. tuberculosis (AID 488890); inhibition, % at 25 µM, or IC50 in µM where a hit was titrated; hit rate 0.39% among 320,000; Mycobacterium tuberculosis non-replicating, growth inhibition; higher % means a stronger effect; in the data active means a potency from the dose series; inconclusive means inhibition mostly from about 82% at the one dose, without a potency; inactive means the rest, 99 in 100 with inhibition below about 76%;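 further: plate controls were DMSO cells for no effect and high antibiotic wells for full effect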
Salmonella PhoP GFP: PhoP regulon inhibitors, Salmonella typhi PhoP promoter GFP reporter, confirmatory (AID 1850) | Salmonella Typhi PhoP-promoter GFP reporter, fluorescence, 4 h; higher % means a stronger effect | inhibition, % at 50 µM; hits with a dose series show IC50 in µM | hit rate 0.33% among 310,000; in the data active means a potency from the dose series; inconclusive means inhibition mostly from about 25% at the one dose, without a potency; inactive means the rest, 99 in 100 with inhibition below about 19%;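 further: 0% = induced wells with vehicle and 100% = uninduced wells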
H1N1 NS1A inhibition: NS1A inhibition, H1N1 influenza, cell based functional assay (AID 504329). NS1A functional cell-based assay, percent inhibition; higher % means a stronger effect. inhibition, % at 12.5 µM, or IC50 in µM where a hit was titrated. hit rate 0.3% among 340,000; in the data active means a potency from the dose series; inconclusive means inhibition above about 27% without an active follow-up result; further: strong numbers were not always called active
M. tuberculosis HTS: M. tuberculosis growth inhibition, HTS (AID 449762). M. tuberculosis H37Rv growth inhibition, 7H9 media; higher % means a stronger effect. hit rate 0.59% among 330,000. inhibition, % at 25 µM; hits with a dose series show IC50 in µM; in the data active means a potency from the dose series; inconclusive means inhibition above about 70% without an active follow-up result;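 further: bacterial growth assessed after seven days of incubation; strong numbers were not always called active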
VEEV TC-83 Vero 10K pilot screen: second read-out of VEEV TC-83 Vero, no call of its own (marks repeat the call); inhibition, %; measured here: 10K pilot screen inhibition
An asterisk follows results filed as active; i = inactive; ? = inconclusive; . = not tested or not shown.

SMILES | VEEV TC-83 Vero | tuberculosis growth | Salmonella PhoP GFP | H1N1 NS1A inhibition | M. tuberculosis HTS | others
O=C(CC12CC3CC(CC(C3)C1)C2)Nc1c(F)cccc1F | 2.4% | -5% | -1% | -5% | -2%
C=C1CCN(C(C)C(=O)O)S(=O)(=O)c2ccccc21 (stereo not drawn) | 0.9% | 11% | -16% | 2% | 8%
COc1cccc(-c2coc3c(C)c4oc(=O)c(CC(=O)O)c(C)c4cc23)c1 | 0.7% | 13% | -10% | -5% | -5%
Cc1ccc(/C(N)=N/OC(=O)C23CC4CC(CC(C4)C2)C3)cc1 | 3.5% | 14% | -7% | -6% | 0%
COc1ccc2nc(NCc3ccc(OC)c(OC)c3OC)sc2c1 | 1.3% | . | . | 1% | .
O=C(c1ccncc1)N1CCN(C(=O)c2cccs2)CC1 | 0.4% | -13% | 12% | 0% | 0%
O=C(Nc1cc(S(=O)(=O)N2CCOCC2)ccc1-n1cncn1)c1ccc(Cl)cc1 | 3.7% | 0% | -1% | 6% | 4%
COc1cccc(NC(=S)NCc2ccco2)c1 | 0.7% | 69% | -2% | 5% | -2%
O=C(OCCOc1ccc(F)cc1)c1ccc(S(=O)(=O)N2CCCC2)cc1 | 1.5% | 55% | . | -15% | 2%
Cc1noc(C(=O)Nc2sc3c(c2C#N)CCC3)c1Cl | 2.6% | . | -12% | 24% | 5%
CNS(=O)(=O)c1ccc(N=Cc2c(O)n(-c3cccc(C)c3)c(=O)[nH]c2=O)cc1 | 0.9% | 9% | 7% | 4% | 9%
O=C(CCCNC(=O)/C(=C/c1ccc(F)cc1)NC(=O)c1ccccc1)OCc1ccccc1 | 0.3% | 41% | -10% | 8% | 4%
CCN(CC(=O)Nc1c(F)cccc1F)C(=O)C1CC(=O)N(c2ccccc2OC)C1 (stereo not drawn) | 0.9% | -2% | -4% | -8% | -1%
Cc1cc(OCCn2nc(C(=O)O)c3ccccc3c2=O)ccc1C(C)C | 4.4% | . | . | 8% | .
O=C(Nc1ccc(Oc2ccc(Cl)cc2)cc1)c1ncn[nH]1 | 1.7% | 23% | -3% | 0% | 27%
CC(C)CCNC(=O)CCCC1=NS(=O)(=O)c2ccccc2N1 | 2.4% | 0% | 9% | -1% | -2%
CCc1cccc(NC(=O)c2cc(OC)c(OC)c(OC)c2)c1 | 1.6% | 13% | -7% | 13% | -10%
O=C1CN(C(=O)c2ccc(Br)o2)C(c2ccc(F)cc2)c2cc(F)ccc2N1 (stereo not drawn) | 1.4% | 38% | -5% | 2% | -5%
CN(C)CC(=O)Nc1ccc2cn[nH]c2c1 | i | -13% | -5% | -22% | -1%
CC(=O)OCc1cc(-c2nn(C)c(=O)c3ccccc23)ccc1C | 1.2% | 10% | -9% | -5% | -4%
C=CCn1c(NC(=O)c2ccc(C)cc2)nc2ccccc21 | i | ? | -6% | -24% | ?
Nc1ccc2c(c1)N1CCN=C1S2 | 0.4% | 6% | -13% | 2% | 15%
O=C(CNC(=O)c1ccc(Cl)cc1)N/N=C/c1cccnc1 | 1.9% | 2% | 6% | -1% | 3%
CCOc1ccc(CNC(=O)CCS(=O)(=O)c2ccc3c(c2)NC(=O)CO3)cc1OC | 1.8% | -14% | -37% | 0% | -6%
CN1CCN(C(=O)CCCN2C(=O)/C(=C/c3ccc(Cl)cc3)SC2=S)CC1 | 9.2% | 39% | . | 3% | 1%
Cc1ccc[n+](CC(=O)c2ccc(NC(=O)c3ccccc3)cc2)c1 | 0.8% | -14% | -3% | 7% | 3%
Cc1ccccc1OCc1nc(-c2ccc(Br)o2)no1 | 5.7% | . | 8% | 31% | 2%
CSc1c(CC(=O)Nc2ccc(F)cc2)n(Cc2ccccc2)c2ccccc12 | 0.8% | -2% | -11% | 6% | -1%
COC(=O)c1cc(S(=O)(=O)NCC2CCN(CCc3ccc(OC)cc3)CC2)cn1C | i | -4% | 1% | 7% | -7%
O=C(CSc1cccc[n+]1[O-])C12CC3CC(CC(C3)C1)C2 | 0.8% | -2% | -10% | 0% | ?
Cc1ccc(S(=O)(=O)N2CCN(C(=O)c3nn(C(C)C)c(=O)c4ccccc34)CC2)cc1C | 6.4% | 15% | -9% | 1% | 0%
Cc1oc2c(cc(NS(=O)(=O)c3ccc(C(C)C)cc3)c3ccccc32)c1C(=O)O | 0.6% | 23% | 7% | 8% | -2%
CN(C(=O)COC(=O)c1ccc(=O)n(Cc2ccccc2)n1)C1CCS(=O)(=O)C1 (stereo not drawn) | i | -11% | 0% | -2% | -1%
Cc1cccc(CN2CCC(n3nccc3NC(=O)c3ccccc3C)CC2)n1 | 0.6% | 8% | -5% | 20% | -3%
O=S(=O)(c1cccs1)N1CCN(c2ccc(O)cc2)CC1 | 0.1% | 18% | 11% | 8% | -7%
COCCn1c(SCC(=O)Nc2ccc(S(=O)(=O)N3CCOCC3)cc2)nc2ccccc21 | 2.7% | 11% | -4% | -2% | 9%
O=C(c1ccc2c(c1)OCCO2)N1CCCC(CNS(=O)(=O)c2cccs2)C1 (stereo not drawn) | 0.1% | 2% | -1% | -4% | 7%
CCCc1cc(=O)oc2c3c(cc(OCC(=O)NCc4ccccn4)c12)OC(C)(C)CC3 | 7.2% | 27% | -1% | -7% | -11%
O=C(CN1CCOCC1)N/N=C/c1ccc(-c2ccc(C(=O)O)cc2)o1 | i | . | 10% | 18% | 7%
CC(=O)NC(CC(=O)OCC(=O)N1CCN(S(=O)(=O)c2ccc(C)cc2C)CC1)c1ccccc1 (stereo not drawn) | i | 21% | . | 2% | -9%
O=Cc1ccc(C(=O)OCC(=O)NCCC2=CCCCC2)cc1 | 0.9% | 3% | -3% | -5% | -3%
Cc1ccccc1NC(=O)C1(NC(=O)c2cccc(N3C(=O)CSC3c3ccccc3)c2)CCCCC1 (stereo not drawn) | 4.3% | 14% | 3% | 2% | -6%
COc1cc(CCNC(=O)CCCn2c(=O)c3cccn3c3cccnc32)cc(OC)c1OC | 2.1% | 9% | -4% | -8% | -4%
CN(CCCC(=O)Nc1nccs1)S(=O)(=O)c1ccc(Cl)cc1 | 0.3% | . | . | -6% | -5%
C=CCNC(=O)c1ccc(Cl)cc1Cl | 1.5% | 20% | 5% | 1% | -7%
COc1ccc(NS(=O)(=O)c2cc(NC(=O)CNC(=O)c3cccc(OC)c3)ccc2C)cc1 | 0.5% | 19% | -2% | -10% | -12%
CC(C)CC12CN3CCN(CC(C3)/C1=N/O)C2 | 0.5% | -13% | -7% | -1% | -5%
CC(CCc1ccccc1)NC(=O)C(=O)NCCO (stereo not drawn) | 2.5% | -1% | -19% | 22% | -2%
CSc1nc(N2CCOCC2)c2c3c(sc2n1)CCC3 | 0.3% | 6% | -4% | 0% | -8%
COc1ccc(N2CCN(CC(=O)c3c[nH]c4ccccc34)CC2)cc1 | 0.4% | 6% | -8% | 26% | 8%
COc1ccc(S(=O)(=O)NCCNC(=O)N2CCOCC2)cc1 | 1.7% | 5% | -11% | 7% | -28%
C/C(=N\NC(=O)c1ccc(F)cc1)c1ccccn1 | >25µM* | ? | -4% | 3µM* | ?
CC(Oc1ccc2c3c(c(=O)oc2c1)CCCC3)C(=O)NCc1ccccn1 (stereo not drawn) | 2.3% | 4% | -18% | 13% | 33%
CCOc1ccc(NS(=O)(=O)c2ccc(NS(=O)(=O)c3ccccc3)cc2)cc1 | 0.2% | 16% | 3% | 1% | -2%
CCn1c(-c2cc(Cl)ccc2OC)n[nH]c1=S | 6.0% | -5% | 2% | -9% | 7%
CC(C)CCn1c(CN2CCN(C(=O)c3ccco3)CC2)nc2c1c(=O)n(C)c(=O)n2C | 6.5% | . | 7% | 6% | 0%
Cc1cc(NC(=O)c2ccc(F)cc2)n(-c2ccccn2)n1 | 5.5% | 12% | -12% | -6% | 47%
CCCCSCc1[nH]c(=O)[nH]c1C(=O)CCCCC(=O)OCC | 2.2% | -7% | 12% | 1% | -10%
Cc1ccc([N+](=O)[O-])cc1S(=O)(=O)NCCc1c(C)[nH]c2c(C)cccc12 | 3.8% | -5% | 3% | -5% | -2%
Cc1ccc(N2CC(C(=O)Nc3nnc(C)s3)CC2=O)cc1 (stereo not drawn) | 0.8% | 28% | 3% | 0% | -12%

Brought forward from above: 6 entries, followed by the next part.
SMILES | VEEV TC-83 Vero | tuberculosis growth | Salmonella PhoP GFP | H1N1 NS1A inhibition | M. tuberculosis HTS | others
CCn1c(-c2cc(Cl)ccc2OC)n[nH]c1=S | 6.0% | -5% | 2% | -9% | 7%
CC(C)CCn1c(CN2CCN(C(=O)c3ccco3)CC2)nc2c1c(=O)n(C)c(=O)n2C | 6.5% | . | 7% | 6% | 0%
Cc1cc(NC(=O)c2ccc(F)cc2)n(-c2ccccn2)n1 | 5.5% | 12% | -12% | -6% | 47%
CCCCSCc1[nH]c(=O)[nH]c1C(=O)CCCCC(=O)OCC | 2.2% | -7% | 12% | 1% | -10%
Cc1ccc([N+](=O)[O-])cc1S(=O)(=O)NCCc1c(C)[nH]c2c(C)cccc12 | 3.8% | -5% | 3% | -5% | -2%
Cc1ccc(N2CC(C(=O)Nc3nnc(C)s3)CC2=O)cc1 (stereo not drawn) | 0.8% | 28% | 3% | 0% | -12%
O=C(NC1CCCCC1)C(Cc1ccccc1)NS(=O)(=O)c1cccs1 (stereo not drawn) | i | -7% | 3% | 5% | -2%
CCCc1cc(C(=O)OC)c(NC(=O)CCCC(=O)O)s1 | 2.1% | -8% | 7% | -7% | 0%
O=C(O)c1ccccc1NCN1C(=O)C2CC=C(Cl)CC2C1=O (stereo not drawn) | 1.8% | 6% | -6% | 11% | -1% | VEEV TC-83 Vero 10K pilot screen=1.4
COc1cccc(CNC(=O)c2ccc(NC(=O)CC3SC(N4CCCCC4)=NC3=O)cc2)c1 (stereo not drawn) | 1.0% | -14% | . | 7% | -13%
Cc1ccc(Nc2nc(-c3ccc(S(=O)(=O)N4CCCC4)cc3)cs2)cc1C | 8.0% | 6% | -11% | 2% | -11%
CC(=O)N1c2ccccc2S(=O)(=O)c2ccccc21 | 0.4% | 0% | 2% | -7% | 10%
Cn1c(=O)c(C(=O)Nc2ncccn2)c(O)c2ccccc21 | 7.2% | 24% | -3% | -35% | 4%
O=C1NC(=S)SC1=Cc1ccc(N(CCCl)CCCl)cc1 | 3.2% | . | . | 13% | .
CCOC(=O)c1cc(S(=O)(=O)NC2CCN(C(=O)OCC)CC2)cn1C | 1.1% | -6% | -4% | 7% | -4%
CC(C)(C)OC(=O)NCCOC(=O)c1[nH]cnc1C(=O)NCc1ccccc1 | i | 25% | . | -26% | -7% | VEEV TC-83 Vero 10K pilot screen=1.2
CCN(CCN(C)C)C(=O)Cn1ncc2c1-c1cc(C)ccc1OC2 | i | -4% | -6% | -3% | -3%
COc1ccc(CNCCC(c2ccccc2)c2ccc(OC(C)C)cc2)cc1OC (stereo not drawn) | i | 73% | -6% | 8% | ?
O=C1NC(=O)C2(CCCC2c2ccccc2)N1 (stereo not drawn) | 1.9% | . | . | -15% | .
CC(C)(C)NC(=O)/C(=C/c1ccco1)c1ccccc1 | 0.2% | 2% | -10% | 2% | -8%
C=CC[C@@H](CC(=O)N[C@H](CO)Cc1ccccc1)C(=O)N[C@@H](COC(=O)[C@@H](CC=C)CC(=O)OC(C)(C)C)Cc1ccccc1 | 3.9% | 25% | . | 15% | -8%
CC(C)(C)C(=O)O/N=C(\N)Cc1ccc(-c2csnn2)cc1 | 1.3% | 7% | 10% | -24% | -5%
COc1ccccc1-c1nc(-c2cccc(C)c2)no1 | 2.1% | 35% | 1% | -10% | 8%
Cc1cccc(C)c1NC(=O)CSc1nc2[nH]c(=O)cc(O)c2s1 | 1.0% | -10% | . | -13% | 9%
Cc1nc(S(=O)(=O)Nc2ccc3c(c2)OCCO3)cn1C | 0.8% | 1% | 7% | . | 0%
COc1cc(-c2nc3cnccn3c2Nc2ccc3c(c2)OCCO3)ccc1O | 7.8% | 5% | 6% | 7% | -11%
COc1ccc(-n2nc(C(=O)NCC(=O)NCCCN3CCOCC3)c3ccccc3c2=O)cc1OC | 1.0% | -9% | -8% | 7% | -7%
COc1ccccc1N1CCN(C(=O)CCCC2=NS(=O)(=O)c3ccccc3N2)CC1 | 0.4% | -2% | 9% | -12% | 5%
Cn1cccc1/C=N/NC(=O)CNc1ccc2ccccc2c1 | 3.0% | 15% | 1% | . | ?
